# Wnt act = Wnt/beta-catenin pathway activators, primary screen, cell-based, plate reader, single point; Wnt/beta-catenin reporter cell assay, activator; activation, % at 9.35 µM; hit rate 1.2% among 300,000; in the data active = activation above about 30%, passing the limit was not always enough;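 note: 0% = neutral control wells and 100% = positive control wells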
# phage Ecoli inh = growth loss of phage-infected E. coli, primary screen, RecBCD inhibitor project, absorbance, with phage, HTS. inhibition, % at 11.9 µM. hit rate 0.26% among 360,000; in the data active = inhibition above about 11%
# AddAB inh = growth inhibition of E. coli expressing H. pylori AddAB, primary screen, AddAB inhibitor project, absorbance; inhibition, % at 11.9 µM; hit rate 0.29% among 330,000; AID 435030, 2010; in the data active = inhibition above about 12%;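 note: 0% = vehicle wells of infected cells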
# E coli growth = E. coli V3065 growth inhibition, primary screen, counter-screen for AddAB inhibitor project, absorbance, OD600. inhibition, % at 11.9 µM. AID 449728, 2010. 18 h. hit rate 0.27% among 330,000;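 active = inhibition above the campaign's mean inhibition across all tested compounds plus 3 SD, cut at about 9.9% in these data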;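 note: uninfected addAB+ strain grown without phage in ampicillin broth; 0% = DMSO wells and 100% = ciprofloxacin 0.95 µg/ml wells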
# DAGLB inhibitor = DAGLB lipase inhibitors, primary screen, biochemical, fluorescence, HTS; inhibition, % at 5.17 µM; hit rate 0.059% among 340,000; HEK293T DAGLB membrane lysate, EnzChek fluorogenic substrate; Diacylglycerol lipase-beta (Homo sapiens), Q8NCG7; AID 504411, 2011; in the data active = inhibition above about 34%;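 note: 0% = enzyme with vehicle and 100% = wells lacking enzyme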
# Target sequence (Q8NCG7 whole entry, looked up): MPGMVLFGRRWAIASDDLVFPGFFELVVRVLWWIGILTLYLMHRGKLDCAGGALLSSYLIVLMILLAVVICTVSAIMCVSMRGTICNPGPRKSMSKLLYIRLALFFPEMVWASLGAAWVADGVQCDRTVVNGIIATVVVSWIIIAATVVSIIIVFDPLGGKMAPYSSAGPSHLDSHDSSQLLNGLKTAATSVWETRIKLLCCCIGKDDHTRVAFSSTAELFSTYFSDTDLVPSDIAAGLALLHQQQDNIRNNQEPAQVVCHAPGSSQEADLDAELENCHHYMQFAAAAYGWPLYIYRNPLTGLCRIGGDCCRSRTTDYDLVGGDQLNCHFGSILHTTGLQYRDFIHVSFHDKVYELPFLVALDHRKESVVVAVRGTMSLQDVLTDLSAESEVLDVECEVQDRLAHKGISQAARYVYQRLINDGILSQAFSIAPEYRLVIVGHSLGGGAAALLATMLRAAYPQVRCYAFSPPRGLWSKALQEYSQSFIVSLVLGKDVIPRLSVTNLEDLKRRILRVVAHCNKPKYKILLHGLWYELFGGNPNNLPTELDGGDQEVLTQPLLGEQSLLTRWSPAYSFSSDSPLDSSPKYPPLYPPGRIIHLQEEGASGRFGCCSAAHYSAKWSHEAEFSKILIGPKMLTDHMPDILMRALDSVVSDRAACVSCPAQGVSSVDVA
# Rtt109 Vps75 = inhibitors of C. albicans Rtt109/Vps75 HAT, primary screen, biochemical, ThioGlo CoA-SH fluorescence, plate reader; purified Rtt109/Vps75, 4 h; inhibition, % at 34.9 µM; hit rate 0.16% among 330,000; AID 540336, 2011;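 active = inhibition of at least 50% in every replicate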
# Target sequence (Q5AAJ8 whole entry, looked up): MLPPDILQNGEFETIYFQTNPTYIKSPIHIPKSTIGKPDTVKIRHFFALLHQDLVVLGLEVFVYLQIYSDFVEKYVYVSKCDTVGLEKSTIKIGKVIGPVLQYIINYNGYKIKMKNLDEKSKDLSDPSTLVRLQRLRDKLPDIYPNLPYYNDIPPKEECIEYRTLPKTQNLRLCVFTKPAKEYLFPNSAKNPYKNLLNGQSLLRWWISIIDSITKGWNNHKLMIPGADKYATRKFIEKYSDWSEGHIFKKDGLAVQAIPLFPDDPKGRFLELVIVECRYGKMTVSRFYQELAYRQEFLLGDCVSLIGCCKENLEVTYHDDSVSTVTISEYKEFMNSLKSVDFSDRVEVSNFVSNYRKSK
# Tat export inh = E. coli Tat export inhibitors, primary screen, MC4100, TorA-mCherry reporter, fluorescence, single point; inhibition, % at 10 µM; hit rate 0.036% among 340,000;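 active = mean replicate inhibition at least 50% and at least half of replicates individually reaching 50%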;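 note: exported cargo escapes ClpAP degradation while cytoplasmic cargo is degraded and loses fluorescence; 0% = median of neutral control wells and 100% = median of NaSCN control wells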
# PfHsp90 set2 = growth inhibition of PfHsp90-expressing yeast, primary screen, antimalarial PfHsp90 inhibitor project, S. cerevisiae, BacTiter-Glo luminescence, single point, set 2. BacTiter-Glo ATP, 48 h; yeast lacking PDR1 and PDR3 efflux regulators. inhibition, % at 9.4 µM. hit rate 0.32% among 310,000;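 active = every replicate shows inhibition above about 80%, whatever the replicate mean, limit read from the data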;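 note: 0% = DMSO neutral controls and 100% = 20 µM radicicol positive controls; yeast relying on Plasmodium falciparum Hsp90 in place of its own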
# CAL PDZ FP = CAL PDZ peptide-binding inhibitors, primary screen, biochemical, fluorescence polarization, Cer-tagged CAL PDZ, HTS. purified CAL PDZ, TMR-peptide fluorescence polarization, 1 h. inhibition, % at 20 µM. hit rate 0.02% among 330,000;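 active = highest replicate inhibition of at least 40%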;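 note: plate controls were DMSO neutral control wells for no effect and unlabeled competitor peptide control wells for full effect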
#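 material = purified tagged CAL PDZ domain construct (CerCALP) | compound dosing = 20 µM, one dose | times = 1 h at RT | measured by = fluorescence polarization from S- and P-plane intensities, G-factor corrected | read-out = inhibition from polarization loss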
# PvdQ inh = P. aeruginosa PvdQ acylase inhibitors, primary screen, biochemical, fluorescence, plate reader and imaging, single point | PvdQ acylase [Pseudomonas aeruginosa LESB58] | purified PvdQ acylase | inhibition, % at 10 µM | hit rate 0.063% among 340,000; in the data active = inhibition above about 30%, passing the limit was not always enough;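 note: 0% = vehicle neutral wells and 100% = reference inhibitor wells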
# Starred values were filed as active, the others as inactive; / = not tested or not shown.
no.	compound	Wnt act	phage Ecoli inh	AddAB inh	E coli growth	DAGLB inhibitor	Rtt109 Vps75	Tat export inh	PfHsp90 set2	CAL PDZ FP	PvdQ inh
1	COc1ccc(-n2nc(C(=O)NCC(=O)N3CCCCC3)c3ccccc3c2=O)c(OC)c1	-1	0.4	5.2	-0.9	-2	9	10	4	-1.7	9
2	CC(Oc1ccc(Br)cc1)C(=O)O/N=C(\N)c1ccncc1 (stereo not given)	-1	1.6	0.0	1.4	-5	-1	-3	43	-2.6	-24
3	CCN1C(=O)CC(N2CCC(Nc3ccc(F)cc3)CC2)C1=O (stereo not given)	1	2.4	1.6	-2.0	-1	4	-8	14	-0.6	-3
4	COc1ccc(S(=O)(=O)N2CCC(C(=O)N3CCOCC3)CC2)cc1OC	-2	2.4	-1.6	-1.4	0	19	5	7	-2.1	16
5	CCCNC(=S)NNC(=O)c1cccs1	1	-0.8	-0.7	0.4	0	-13	-1	/	-1.7	-9
6	Cc1cccc(NC(=O)C2CCCN(S(=O)(=O)c3ccc4[nH]c(=O)ccc4c3)C2)n1 (stereo not given)	0	2.1	1.7	-1.3	0	-3	2	27	-1.3	-9
7	c1ccc(CSCc2cn3ccccc3n2)cc1	19	1.4	2.9	3.0	-2	-12	7	-39	0.1	-12
8	CC(C)C(NC(=O)C(NC(=O)C1OC2OC(C)(C)OC2C2OC(C)(C)OC12)C(C)C)C(=O)O (stereo not given)	-2	1.4	1.2	0.4	4	-1	16	8	-0.8	-5
9	O=C(Nc1ccc(Cl)cc1)Nc1csc([N+](=O)[O-])c1	1	1.8	4.4	0.5	/	/	/	/	/	/
10	Nc1cc(=O)[nH]c(SCCOc2ccccc2)n1	-1	4.0	2.8	2.0	1	/	6	-21	-1.0	-9
11	CCc1nnc(NC(=O)CN2C(=O)NC3(CC(C)CC(C)(C)C3)C2=O)s1 (stereo not given)	-3	-0.1	1.3	-0.2	1	10	0	7	-0.9	-17
12	CC1(C(=O)NC2CCCCCCC2)CCC(=O)N1Cc1ccco1 (stereo not given)	/	-0.3	2.4	-1.1	1	-4	-3	24	-2.8	6
13	CCN(c1ccc(NC(=O)COC(=O)C(C)N=C2NS(=O)(=O)c3ccccc32)cc1)C(C)C (stereo not given)	-3	4.9	/	/	4	18	-2	/	-1.7	-3
14	O=C(/C=C/c1cccc(F)c1)NC1CCN(Cc2ccccc2)CC1	-3	1.8	4.0	0.4	-2	-1	12	23	-2.8	4
15	COc1cc(C)ccc1OCCOCCOc1ccccc1Br	/	-0.4	1.9	-1.0	-13	1	11	/	-2.7	-10
16	COc1ccc(-c2nc(-c3cccc([N+](=O)[O-])c3O)cc(=O)o2)cc1OC	0	3.1	2.6	-0.7	-2	0	2	0	0.0	-20
17	CCn1c(COc2cc(C)cc(C)c2)nnc1SCC(=O)N1CCN(c2ccccc2)CC1	/	5.0	-1.7	-1.2	0	-9	0	-14	/	-5
18	CN(C)c1cc(NC(=O)CN2CCOCC2)c2ccccc2n1	0	/	-0.9	-0.3	-6	2	12	-17	0.2	9
19	CN1CCN(CC(=O)Nc2ccc(Cl)cc2Cl)CC1	1	4.9	2.8	0.6	-1	5	1	3	-2.3	-1
20	CCOc1ccccc1NC(=O)CSc1nc2cc(O)ccc2c(=O)n1-c1ccc(OC)c(OC)c1	-1	-0.1	0.6	1.6	-4	1	4	-2	-0.8	-14
21	CN(C)S(=O)(=O)c1ccc(C(=O)Nc2ccccc2C(=O)O)cc1	0	0.4	2.2	-3.3	-3	6	18	-3	0.5	3
22	CC(C)Cn1c(N)c(C(=O)COC(=O)C2CCCCC2)c(=O)n(C)c1=O	/	2.9	1.1	-0.3	-4	12	2	/	-2.5	-13
23	Cc1ccc(N2CC(C(=O)NCCS(=O)(=O)N3CCN(c4ccccc4)CC3)CC2=O)cc1 (stereo not given)	-1	2.0	3.0	-1.2	-2	2	-3	-3	-0.5	-3
24	FC(F)Oc1ccc(NC(=S)NC23CC4CC(CC(C4)C2)C3)cc1	-1	6.0	7.8	2.3	-5	1	4	-2	-3.3	-15
25	CC(=O)c1ccccc1OCC(O)CN1CCN(CCN2C(=O)c3cccc4cccc(c34)C2=O)CC1 (stereo not given)	-3	-0.9	-0.9	-1.6	-1	9	-3	9	-2.5	3

# Two consecutive compounds already listed:
no.	compound	Wnt act	phage Ecoli inh	AddAB inh	E coli growth	DAGLB inhibitor	Rtt109 Vps75	Tat export inh	PfHsp90 set2	CAL PDZ FP	PvdQ inh
24	FC(F)Oc1ccc(NC(=S)NC23CC4CC(CC(C4)C2)C3)cc1	-1	6.0	7.8	2.3	-5	1	4	-2	-3.3	-15
25	CC(=O)c1ccccc1OCC(O)CN1CCN(CCN2C(=O)c3cccc4cccc(c34)C2=O)CC1 (stereo not given)	-3	-0.9	-0.9	-1.6	-1	9	-3	9	-2.5	3

# (next part)
no.	compound	Wnt act	phage Ecoli inh	AddAB inh	E coli growth	DAGLB inhibitor	Rtt109 Vps75	Tat export inh	PfHsp90 set2	CAL PDZ FP	PvdQ inh
26	CCOc1ccccc1CN1CCN(C/C=C/c2ccc(OC)cc2)CC1CCO (stereo not given)	9	-2.6	1.0	-1.1	-2	7	0	15	-3.5	-11
27	CCOC(=O)c1cn(CC(=O)Nc2cccc(Cl)c2)nn1	/	4.3	1.9	2.2	-4	/	6	-1	-2.8	1
28	CCC1CN(C(=O)NCc2ccc(C)cc2)c2cc(Cl)ccc2O1 (stereo not given)	-2	0.0	/	/	-9	-3	6	13	0.5	-15
29	O=C(Nc1ccc(Cl)cc1F)C1CCCN(C2=NS(=O)(=O)c3ccccc32)C1 (stereo not given)	0	4.9	/	/	-2	20	1	-6	-3.1	2
30	O=C(Cn1c(CO)nc2ccccc21)Nc1ccc2c(c1)OCCCO2	0	12*	12*	14*	-3	3	-5	7	-0.4	-11
31	CC(C)OC(=O)Nc1ccc2c(c1)N(C(=O)CCN(C)C)c1ccccc1CC2	-1	2.0	1.3	0.2	0	-1	-8	8	-1.0	-13
32	CCn1c(SCC(=O)N2CCCC2)nc2c(c1=O)SC(C)C2 (stereo not given)	-3	1.2	-3.4	-0.5	0	-2	-5	16	-0.8	-9
33	COC(=O)c1cccc(N(CC(=O)NC2CCCC2)C(=O)CNC(=O)c2cccs2)c1	0	1.7	-0.7	-1.4	-3	-2	3	-13	-2.7	-14
34	N#CCn1c(Cc2ccccc2)nc2ccccc2c1=O	-3	0.2	/	/	-2	1	-4	24	-0.3	-11
35	CC/C(=C\c1ccc(N(C)C)cc1)c1ccncc1	4	3.6	/	/	-5	-4	-3	6	-1.0	7
36	COc1ccc(NC(=O)c2cccc(-n3cnnn3)c2)cc1	/	5.4	2.9	0.0	-4	9	-4	-31	-0.3	3
37	Cc1cc2ccccc2n2c(SCC(=O)N3CCOCC3)nnc12	-9	6.3	0.2	1.1	2	0	-4	21	-1.6	-8
38	Cc1ccc(NC(=S)NNC(=O)Cn2nc([N+](=O)[O-])cc2C)cc1	-1	/	0.7	2.0	-1	-2	-4	/	-0.4	-15
39	CCOC(=O)C1=C(C)NC(C)=C(C(=O)OCC)C1c1cn(-c2ccccc2)nc1-c1ccco1	/	3.3	4.2	2.0	1	-2	12	-50	0.7	-13
40	CCOC(=O)CSc1cc(=O)n(CC)c2ccccc12	-1	2.3	0.6	-1.5	1	1	4	5	-1.6	-11
41	Cc1cn(CC(=O)NCc2ccccn2)c(=O)[nH]c1=O	-1	3.1	/	/	-1	5	0	5	-0.2	-17
42	CCN(CC)C(=O)CSc1nc(O)c(Cc2ccccc2)c(=O)n1-c1ccccc1C	-1	1.6	1.3	-3.4	-2	-18	1	-11	0.4	2
43	Cc1cccc(NC(=O)CCCCC(=O)Nc2cccc(C)c2)c1	-2	4.2	0.2	0.0	/	/	/	/	/	/
44	Cc1cc(C(=O)CSc2nnc(-c3cccs3)n2Cc2ccccc2)c(C)n1C	/	1.1	1.8	-0.6	-1	15	-8	-6	-1.2	-10
45	COc1cc(/C=C(\C#N)C(=O)NC2CCCCC2C)ccc1OS(=O)(=O)c1ccc(C)cc1 (stereo not given)	/	4.1	1.6	1.6	-2	-1	-6	-20	-0.3	2
46	CC(=O)Nc1nc(CC(=O)c2ccccc2)cs1	-3	2.5	1.6	0.5	-3	16	-18	2	-0.5	7
47	C=CCS/C(=N\n1cnc2ccccc2c1=O)N1CCCCC1	/	1.6	3.7	2.2	-3	-1	-1	17	-0.7	-8
48	Cc1nc2ccc(S(=O)(=O)NCC(=O)N3CCc4ccccc43)cc2s1	2	2.8	-0.3	1.6	-2	-3	-6	-1	-1.0	-11
49	COC(=O)CC1SC(=O)NC1=Nc1cccc(C)c1 (stereo not given)	/	1.0	0.4	0.2	2	-7	-9	-27	-0.7	-14
50	C/C(=N\NC(=O)c1cc(C)nc2ccccc12)c1ccncc1	-1	2.7	-2.1	0.4	2	15	-1	-6	1.2	10
51	O=C(CC(=O)Nc1nc(C23CC4CC(CC(C4)C2)C3)cs1)NCCO	-3	1.1	1.7	-0.3	-4	-2	3	6	-1.0	-10
52	CN(C)CCNC(=S)NC1CCCCC1	0	1.6	0.3	1.6	-3	-5	3	21	0.3	-12
53	CC(C)CCn1nnnc1C(c1ccc(F)cc1)N1CCN(C(=O)c2ccco2)CC1 (stereo not given)	/	1.8	-1.5	-3.3	0	0	9	-16	0.8	-22
54	C=CCn1cc(C(=O)OC)c(=O)c2cc(S(=O)(=O)N3CCCCCC3)ccc21	-1	2.0	-0.9	-0.9	-2	-3	15	7	-1.4	-5
55	CCCN(CCC)S(=O)(=O)c1ccc(C(=O)Nc2ccc(S(=O)(=O)Nc3nnc(CC)s3)cc2)cc1	12	-1.0	/	/	8	4	3	-4	-3.2	-6
56	Cc1ccc([N+](=O)[O-])cc1S(=O)(=O)N1CCC(C)CC1	-1	3.9	0.0	1.4	/	1	3	-22	-1.1	-1
57	CC(=O)c1sc(NC(=O)CS(=O)(=O)c2ccc(F)cc2)nc1C	0	-0.1	2.4	0.0	-1	-2	-2	5	-2.1	-5
58	COc1ccc(-n2nc(C(=O)NCC(=O)NC3CCCCC3)c3ccccc3c2=O)cc1	0	0.4	6.5	0.9	-1	-1	1	18	-1.1	2
59	COc1ccc(S(=O)(=O)N2CCC(C(=O)NCc3cccnc3)CC2)cc1Cl	-3	0.0	2.9	-1.7	-1	3	-1	-38	-0.2	-12
60	C=CCn1c(O)c(N=NC(=O)OCC)c2ccccc21	-1	3.0	4.3	-0.3	-3	-1	-1	3	-1.0	-21
61	Cc1ccc(OCc2nnc(SCc3cc(=O)[nH]c4ccccc34)n2-c2ccccc2)cc1	-1	4.3	0.4	-1.9	2	8	5	3	-2.2	-12
62	Cc1ccc(Cl)cc1NS(=O)(=O)c1ccc2c(c1)NC(=O)C(C)C(=O)N2 (stereo not given)	2	2.3	2.0	-1.1	3	5	-5	-6	-0.3	-4
63	CC(=O)Nc1ccc(NC(=O)CC(c2ccccc2)c2ccccc2)cc1	0	2.4	-2.6	-3.0	1	1	5	15	-1.5	-10
64	CC(C)(C)C1CCC(C(=O)Nc2ccc(N3CCOCC3)cc2N2CCOCC2)CC1 (stereo not given)	-2	-0.3	-1.8	-0.9	2	0	2	-19	0.1	-11

# Compound activity: PubChem BioAssay, several laboratories
